Bioassay records: PubChem, National Center for Advancing Translational Sciences (NCATS)
Imprint erasure = genomic imprint erasure induction. 110,000 compounds, 0.02% hits. mouse ES Peg3-LacZ reporter, beta-gal luminescence, 40 h. Potency, µM (titrated, usually from 60.7 µM), without a hit: at the top dose activity change, positive = activation, usual class: activators. AID 1948;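 also: 0% = negative control wells on the plate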
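Readout: BetaGlo luminescence (5 min, room temp) for LacZ from the normally silent maternal Peg3 allele in female Peg3LacZ-Neo ES cells. Cells 300/well, 40 h, 37C, 5% CO2. Data normalized per plate to negative controls.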
IkB signaling = suppresses IkB signaling in ABC-DLBCL reporter cells; ABC-DLBCL IkBa-CBG/CBR dual luciferase ratio, 4 h; response scale: scaled: untreated 0%, proteasome inhibitor 100%; Potency, µM (titrated, usually from 57.1 µM), for the others: top-dose IkBa stabilization activation; 110,000 compounds, 0.04% hits; AID 445; active = well fitted curve in the direction sought with a large enough effect in the signal ratio, not every such curve was filed as active; inconclusive = small, poorly fitted or top-dose-only effect, or a change in a side signal; the % refers to the signal ratio;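 also: the direction sought is a rising ratio; 0% = basal untreated cells and 100% = reference inhibitor full response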
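Curves were fitted separately to fusion (green), unfused (red) and ratio luminescence, then classed by r2, magnitude and activity. Cells: OCI-Ly3, 4 h compound plus doxycycline at 37C; 10 uM MG-132 defined full response.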
p53ts 39C kill = cytotoxicity in p53ts cells at nonpermissive temperature; H1299-p53A138V viability at 39C, ATP luminescence, 24 h; Potency, µM (highest dose often 46.1 µM), for inactives: at the top dose activity change, negative = cell killing, usual class: cytotoxic; 130,000 compounds, 1.5% hits; also: nearly all actives have a fitted effect of over 55% in size
p53ts 32C tox = cytotoxicity in p53ts cells at permissive temperature | H1299-p53A138V at 32C, ATP luminescence viability, 24 h | Potency, µM (series often up to 46.1 µM), without a hit: top-dose activity change, negative = cytotoxicity, most hits filed as cytotoxic | 130,000 compounds, 0.93% hits | AID 924;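 also: 0% = DMSO and -100% = full killing by reference compound; nearly all actives have a fitted effect of over 55% in size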
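Cells: H1299 p53ts (A138V), 600/well, pre-incubated 16–30 h at 37C. Cpd up to 46 uM, 24 h, 32C. Readout: ATPlite luminescence, 20 min RT. Normalization: DMSO vs tamoxifen 100 uM. AC50 by Hill equation.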
The depositor's hits bear a star; ? = inconclusive; . = no result given; & = joins results of further samples; [ ] = remark or other dose. Unless noted, calls follow the shape of the dose curve; as a rule, active = well fitted curve in the direction sought with a large enough effect; inconclusive = small, poorly fitted or top-dose-only effect, or another doubt; inactive = no such curve, though single readings can be large; an effect the other way counts as inactive or inconclusive. Unless noted, % is scaled to controls: 0 for no effect and ±100 for the full control effect; potency is read from the fitted curve at half-maximal effect. This is a random part of the collection; 1.7% or so of the library scored in one or more.

SMILES	Imprint erasure	IkB signaling	p53ts 39C kill	p53ts 32C tox
CC(=O)Nc1ccc(NC(=O)c2ccc3c(c2)NC(=O)c2ccccc2S3)cc1	16%[10.9 µM]	-1.0%	?	5%
Cc1cc(=O)[nH]c2nnc(SCc3ccccc3F)n12	5%[10.9 µM]	-2.3%	2%	-2%
CC(=O)Nc1ccc(OCC(O)Cn2nc(C)nc2C)cc1 (configuration not stated)	-3%	-0.2%	11%	10%
COc1ccccc1CNC(=O)CN1C(=O)COc2ccc(S(=O)(=O)N3CCCCC3)cc21	11%[10.9 µM]	1.4%	-10%	6%
Cc1cc(C)c2oc(C(=O)NCCc3ccc(S(N)(=O)=O)cc3)cc(=O)c2c1	-7%[10.9 µM]	0.0%	-2%	3%
O=C(NC1=NCCS1)c1ccc(Cl)s1	-36%[inhibitor]	0.1%	?	-25%
CNc1nc(SC)nc(N(C#N)CC(=O)OC)n1	.	.	11%	-9%
COc1ccc(-c2noc(CSc3nnc(-c4ccncc4)n3-c3ccc(F)cc3)n2)cc1OC	-20%	-4.2%	2%	4%
Cc1cc(C)n(-c2cc(-c3ccccc3)nc(C)n2)n1	-3%	2.5%	4%	-1%
COc1ccccc1NC(=O)CCNS(=O)(=O)c1ccc2c(c1)CCCC(=O)N2	7%[10.9 µM]	17%	27%	3%
O=C(Nc1ccccc1)c1cnc2n(c1=O)CCS2	-41%[inhibitor]	2.1%	-21%	-9%
CCc1ccc(CN(C(=O)c2nc(SC)ncc2Cl)C2CCS(=O)(=O)C2)cc1 (configuration not stated)	-4%[10.9 µM]	-0.3%	-10%	7%
O=C(NCc1cccc(Br)c1)c1ccc(-n2cnc3cccnc32)cc1	-2%[10.9 µM]	?	-18%	2%
COc1nc(-c2ccc(Cl)cc2)ccc1-c1noc(-c2ccco2)n1	15%	-0.1%	-6%	-9%
COc1cccc(/C=C/c2nc(C#N)c(NCCN(C)C)o2)c1	-15%[10.9 µM]	?	-6%	-4%
Cc1ccc2[nH]c3c(c2c1)CN(C(=O)CN1CCN(Cc2ccc4c(c2)OCO4)CC1)CC3	-24%	?	-17%	-16%
N#CCSc1nc2cc(C(=O)N3CCC(C(N)=O)CC3)ccc2c2nc3ccccc3n12	-13%	-4.7%	-6%	-1%
Cc1ccc(NC(=O)Cn2c(=O)n(CCC(C)C)c(=O)c3cccnc32)cc1C	16%[10.9 µM]	?	?	12%
CSc1ccc(CCNC(=O)C(C)n2nc(C)c3c(C)n(-c4ccccc4)nc3c2=O)cc1 (configuration not stated)	3%[10.9 µM]	?	-12%	-3%
Cc1ccc(NC(=O)C2CCCN(S(=O)(=O)c3cccc4nsnc34)C2)cc1C (configuration not stated)	-12%[10.9 µM]	?	26%	9%
O=C(c1ccc2c(c1)N(Cc1ccccc1F)C(=O)c1ccccc1S2=O)N1CCN(c2ccccc2)CC1 (configuration not stated)	-4%[10.9 µM]	?	-16%	0%
Cc1c(C(=O)N2CCCCC2)oc2ccc(S(=O)(=O)N3CC(C)CC(C)C3)cc12 (configuration not stated)	-37%[inhibitor]	?	10%	39%[activator]
Cc1ccc2oc(=O)c3cc(C(=O)N4CCN(C(=O)c5ccco5)CC4)sc3c2c1	-18%	-0.7%	5%	-4%
COCCNC(=O)c1cc(-c2cccc(Cl)c2)on1	-4%[10.9 µM]	69%	43%[activator]	-8%
COc1cccc(C2C(C(N)=O)=C(C)Nc3ncnn32)c1 (configuration not stated)	-10%[10.9 µM]	-0.2%	5%	-11%

In the list so far, these have a Cl atom:
SMILES	Imprint erasure	IkB signaling	p53ts 39C kill	p53ts 32C tox
O=C(NC1=NCCS1)c1ccc(Cl)s1	-36%[inhibitor]	0.1%	?	-25%
CCc1ccc(CN(C(=O)c2nc(SC)ncc2Cl)C2CCS(=O)(=O)C2)cc1 (configuration not stated)	-4%[10.9 µM]	-0.3%	-10%	7%
COc1nc(-c2ccc(Cl)cc2)ccc1-c1noc(-c2ccco2)n1	15%	-0.1%	-6%	-9%
COCCNC(=O)c1cc(-c2cccc(Cl)c2)on1	-4%[10.9 µM]	69%	43%[activator]	-8%

The main list resumes, repeating the 2 entries before the break.
SMILES	Imprint erasure	IkB signaling	p53ts 39C kill	p53ts 32C tox
COCCNC(=O)c1cc(-c2cccc(Cl)c2)on1	-4%[10.9 µM]	69%	43%[activator]	-8%
COc1cccc(C2C(C(N)=O)=C(C)Nc3ncnn32)c1 (configuration not stated)	-10%[10.9 µM]	-0.2%	5%	-11%
Cc1ccc(S(=O)(=O)N2CCN(Cc3nc4ccc(C)cc4o3)CC2)c(C)c1	-5%[10.9 µM]	-0.4%	-21%	-9%
CCOc1c(CNCCNC(=O)c2nonc2N)cccc1OC	-13%	-0.7%	-8%	2%
Cc1ccc(S(=O)(=O)CCC(=O)c2ccc(O)cc2O)cc1	-29%	?	?	?
COc1ccc(S(=O)(=O)Cc2ccc(C(=O)N3CCC(C(N)=O)CC3)o2)cc1	-4%	-2.4%	8%	6%
COC(=O)c1cc(OC)c(OC)cc1NC(=O)c1ccco1	-4%	-2.5%	-9%	-1%
CCOc1ccc(-c2cn3c(n2)sc2cc(C(=O)NCCC4=CCCCC4)ccc23)cc1	-13%[10.9 µM]	-2.0%	8%	13%
O=C(CCNS(=O)(=O)c1ccc2c(c1)CCN2C(=O)C1CC1)Nc1ccc(Cl)cc1	13%[10.9 µM]	0.2%	-18%	1%
O=C(c1cccc(F)c1)N1CCC2(CC1)CCN(c1ccccn1)CC2	.	0.8%[11.4 µM]	-3%	-1%
CC(=O)OC1CCC2(C)C(=CC=C3C2CCC2(C)C3CCC2C(C)/C=C/C(C)C(C)C)C1(C)C (configuration not stated)	-10%	.	8%	-15%
CCOc1ccc(CCNC(=O)C(C)n2nc(C)n3c(cc4occc43)c2=O)cc1OCC (configuration not stated)	-6%[10.9 µM]	-1.2%	1%&-14%	15%&11%
COC(=O)c1[nH]c2ccc(F)cc2c1NC(=O)CCN1CCN(Cc2ccc3c(c2)OCO3)CC1	-19%	3.5%	-13%	-7%
Cc1ccc(NC(=O)N2CCN(c3nnc(C)c4c(C)n(-c5ccccc5)nc34)CC2)cc1Cl	11%[10.9 µM]	-0.1%	-7%	-5%
Cc1cc(=O)n(Cc2c(F)cccc2Cl)c2c1c(C)nn2-c1cccc(F)c1	-16%[10.9 µM]	-0.5%	2%	-2%
O=C(Nc1ccc(Oc2ccccc2)cc1)C1CCN(S(=O)(=O)c2ccc(Cl)cc2)CC1	-18%[10.9 µM]	?	-12%	-17%
Cc1cc2c(cc3c(SCc4cccc(Cl)c4)nnc(C)n32)o1	-4%[10.9 µM]	-1.5%	-27%	-14%
CCc1ccc2[nH]cc(S(=O)(=O)c3ccc(C(C)C)cc3)c(=O)c2c1	-17%[10.9 µM]	?	10%	13%
CNC(=O)c1ccc2nc(Cc3ccccc3)oc2c1	-16%[10.9 µM]	2.3%	-23%	-6%
CCCNC(=O)NCCc1c(C)[nH]c2ccccc12	-8%	-3.2%	-1%	-3%
C=CCOc1ccc(C2NC(=O)NC(C)=C2C(=O)OC)cc1 (configuration not stated)	3%	-0.4%	16%	5%
Cc1cccc(C(=O)O)c1[N+](=O)[O-]	0%	-1.4%	9%	9%[1.84 µM]
Cc1cc(C)cc(-c2nnc(SCC(=O)N3CCN(C(=O)c4ccco4)CC3)o2)c1	-6%	-0.1%	-9%	1%
O=C(C(Cc1ccccc1)n1cccc1)N1CCN(Cc2ccccc2)CC1 (configuration not stated)	-16%	3.0%	5%	3%
O=C1C(Cl)=C(N2CCOCC2)C(=O)N1c1cccc(Cl)c1	-19%	?	11%	4%
Cc1cc(CN2CCCCC2)c(O)c(CN2CCCCC2)c1	-19%[10.9 µM]	2.2%[11.4 µM]	21%[9.22 µM]	0%[9.22 µM]
CCC(C)n1[nH]c(=O)c2c(C)cc(C)nc21 (configuration not stated)	.	-2.7%	7%	-8%

Brought forward from above: 5 entries, followed by the next part.
SMILES	Imprint erasure	IkB signaling	p53ts 39C kill	p53ts 32C tox
Cc1cc(C)cc(-c2nnc(SCC(=O)N3CCN(C(=O)c4ccco4)CC3)o2)c1	-6%	-0.1%	-9%	1%
O=C(C(Cc1ccccc1)n1cccc1)N1CCN(Cc2ccccc2)CC1 (configuration not stated)	-16%	3.0%	5%	3%
O=C1C(Cl)=C(N2CCOCC2)C(=O)N1c1cccc(Cl)c1	-19%	?	11%	4%
Cc1cc(CN2CCCCC2)c(O)c(CN2CCCCC2)c1	-19%[10.9 µM]	2.2%[11.4 µM]	21%[9.22 µM]	0%[9.22 µM]
CCC(C)n1[nH]c(=O)c2c(C)cc(C)nc21 (configuration not stated)	.	-2.7%	7%	-8%
Nc1nc(-c2ccco2)nn1C(=O)CCc1ccccc1	-8%	-1.1%	6%	1%
O=C(NCCSCc1ccco1)Nc1ccc(Cl)cc1	-30%	3.6%	-11%	-13%
CCOC(=O)c1[nH]c(C)c(/C(O)=C2\C(=O)C(=O)N(CCCN3CCOCC3)C2c2cccnc2)c1C (configuration not stated)	-5%	1.9%	-11%	2%
CCCN(C(=O)c1cc2c(=O)[nH]c3ccc(C)cc3c2s1)c1ccc(CC)cc1	4%[10.9 µM]	-1.0%	-11%	0%
O=C(CSc1nnnn1-c1ccc2c(c1)OCCO2)Nc1nc2c(s1)CCCC2	11%	?	-15%	-17%
Cc1ccc(CN2CCSc3ccc(C(=O)Nc4ccc(C)cc4)cc32)cc1	-16%[10.9 µM]	2.7%	?	-22%
COc1cccc(C(=O)c2cn(CC(=O)NCc3ccccc3Cl)c3nc(C)ccc3c2=O)c1	4%[10.9 µM]	?	?	-7%
CC(C)C(c1nnnn1C(C)(C)C)N1CCN(c2cccc(Cl)c2)CC1 (configuration not stated)	-10%	-0.7%	4%	-4%
COc1cccc(NC2c3ccccc3C(=O)N2Cc2ccco2)c1 (configuration not stated)	-23%	12%	11%	4%
COC(=O)c1ccccc1NC(=O)C1CCCN(S(=O)(=O)c2ccc(F)cc2)C1 (configuration not stated)	-14%	?	12%	-6%
CS(=O)(=O)N1CCc2cc(C(=O)Nc3ccc(C(F)(F)F)cc3)ccc21	-9%[10.9 µM]	?	-20%	-14%
COc1ccccc1N1CCN(C2=NS(=O)(=O)c3ccccc32)CC1	-23%	-0.1%	9%	1%
c1ccc(-c2cn3nc(-c4ccccc4)sc3n2)cc1	1%	?	?	1µM*
CCOc1ccc(C2CC(c3ccccc3C)n3nc(N)nc3N2)cc1 (configuration not stated)	-7%	-1.2%	-9%	-3%
C/C(Cl)=C\Cn1c(Nc2cccc(C)c2)nc2c1c(=O)n(C)c(=O)n2C	3%	0.2%	7%	10%
CC(=C1C(=O)c2ccccc2C1=O)N1CCC(C(N)=O)(N2CCCCC2)CC1	-7%	0.0%	9%	3%
Cc1c2c(nc3c(C(=O)NC4CCCC4)cnn13)CCCC2	-6%	-1.3%	5%	10%
CC(=O)Nc1cc(C(=O)O)ccc1S(=O)(=O)c1ccc(C)cc1	-4%	0.7%	-9%	-3%
CC1CN(S(=O)(=O)c2ccc(NC(=O)CCN3C(=O)c4ccccc4C3=O)cc2)CC(C)O1 (configuration not stated)	-6%	-1.4%	-8%	-14%
CC1CCCCN1CCNC(=O)c1ccc(Cn2c(SCc3ccccc3)nc3cccnc32)cc1 (configuration not stated)	-14%[10.9 µM]	?	10µM*	10µM*
O=C1CC2(CCCCC2)Oc2ccc(OCC(=O)N3CCOCC3)cc21	-12%	-1.8%	-2%	7%
CC(C)Nc1ccccc1	-4%	1.9%	1%	-14%[1.84 µM]
COC(=O)c1sc(NC(=O)c2ccc(Cn3cc(Cl)cn3)o2)c(C#N)c1C	-11%	?	-15%	7%
O=C(c1ccc2c(c1)N(Cc1cccc(Cl)c1)C(=O)c1ccccc1S2(=O)=O)N1CCCCCC1	-14%[10.9 µM]	?	-1%	-4%
C=CCn1c(SCC(=O)Nc2ccccc2C)nc2sc(C)c(C)c2c1=O	.	.	8%	8%

Full records, quoted from the list. Values in the order: Imprint erasure, IkB signaling, p53ts 39C kill, p53ts 32C tox
Results for CCOc1ccc(C2CC(c3ccccc3C)n3nc(N)nc3N2)cc1 (configuration not stated) → -7%, -1.2%, -9%, -3%
Results for CCCN(C(=O)c1cc2c(=O)[nH]c3ccc(C)cc3c2s1)c1ccc(CC)cc1 → 4%[10.9 µM], -1.0%, -11%, 0%
